# Bioassay records as filed in PubChem.
# HPDE-C7 viability: cytotoxicity in HPDE-C7 cells, cell-based, fluorescence, HTS (AID 430). 63,000 tested, 1.8% active. cytotoxicity, % at 10 µM; hits with a dose series show EC50 in µM. HPDE-C7 pancreatic duct cells viability, fluorescence; higher % means a stronger effect;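 further: cells exposed to compound for 48 hours before viability readout; 0% = vehicle and 100% = reference cytotoxic drug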
# Spn PMK inh: blocks S. pneumoniae phosphomevalonate kinase; 65,000 tested, 0.49% active; purified PMK, PK/LDH-coupled NADH absorbance 340 nm; inhibition, % at 10 µM; AID 539;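 active means top-ranked compounds by inhibition in the single 10 µM screen, taking a fixed number of the strongest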;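 further: 0% = full reaction with DMSO carrier and 100% = background rate without enzyme reaction; no value below 0 was filed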
# Bfl-1 displacement: displacement of Bid BH3 peptide from Bfl-1 – biochemical, fluorescence polarization, FITC-Bid, mouse, primary screen (AID 432) | 64,000 tested, 0.02% active | FITC-Bid BH3 peptide fluorescence polarization displacement; higher % means a stronger effect | one-dose displacement, % at 20 µM; IC50 in µM for titrated hits; in the data active means a potency from the dose series; inactive means the rest, 99 in 100 with displacement below about 15%; further: strong numbers were not always called active
# LYP phosphatase: LYP phosphatase inhibitors, primary screen, biochemical, DiFMUP fluorescence, recombinant catalytic domain, 10 µM (AID 606); recombinant LYP catalytic domain, DiFMUP fluorescence; higher % means a stronger effect; inhibition, % at 10 µM, or IC50 in µM where a hit was titrated; 52,000 tested, under 10 active;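 active means IC50 under 40 µM in the dose-response test; inactive means IC50 of 40 µM or more, or never dose-tested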
# DPM-DC inhibit: blocks S. pneumoniae diphosphomevalonate decarboxylase; purified DPM-DC, PK/LDH coupled NADH fluorescence; calls only at 10 µM; 65,000 tested, 0.49% active; AID 556;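 active means the 320 compounds with the highest percent inhibition in the single-dose primary screen, excluding strongly autofluorescent ones, cut at about 32% in these data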;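 further: kinetic rate of NADH fluorescence loss reporting ADP formed by the decarboxylase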
# Alkaline phosphatase: inhibition of tissue-nonspecific alkaline phosphatase – biochemical, luminescent (AID 518); purified TNAP enzyme, luminescent substrate readout; higher % means a stronger effect; one-dose inhibition, % at 20 µM; IC50 in µM for titrated hits; 64,000 tested, 0.09% active; in the data active means a potency from the dose series; inactive means the rest, 99 in 100 with inhibition below about 22%;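 further: plate controls were vehicle for no effect and reference inhibitor for full effect; many of its hits are not listed in these tables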
# KRASV12 cytotoxicity: cytotoxicity in KRAS-transformed pancreatic duct cells, primary screen, cell-based, fluorescence, HTS (AID 431); HPDE-C7K KRASV12 cells, Alamar Blue viability, 48 h; higher % means a stronger effect; one-dose cytotoxicity, % at 10 µM; EC50 in µM for titrated hits; 63,000 tested, 1.7% active;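 active means compounds whose percent cytotoxicity in the single-dose primary screen, scaled between solvent and toxic-drug controls, exceeds 50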;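 further: 0% = DMSO solvent wells and 100% = doxorubicin-treated wells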
# HT1080 cytotoxicity: cytotoxicity in HT1080 fibrosarcoma cells, cell-based, fluorescence readout (AID 620) | HT1080 viability, fluorescence; higher % means a stronger effect | 87,000 tested, 0.42% active | cytotoxicity, % at 10 µM; hits with a dose series show EC50 in µM;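 further: cells exposed to compound overnight then 4 h with Alamar Blue; 0% = vehicle DMSO and 100% = killing control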
# MK inhibit: inhibitors of Streptococcus pneumoniae mevalonate kinase; purified MK, PK/LDH-coupled NADH absorbance 340 nm; AID 555; 65,000 tested, 0.48% active; inhibition, % at 10 µM;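 active means ranked among the strongest by inhibition in the single 10 µM screen, a fixed top-ranked set picked for dose follow-up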; further: no value below 0 was filed
# Spn PMK inh pilot replicates: also measured in Spn PMK inh; calls as there; inhibition, %; measured here: pilot screen replicates
# MK inhibit pilot replicates: recorded beside MK inhibit, whose call it bears; inhibition, %; measured here: pilot screen replicates
# DPM-DC inhibit pilot screen %: also measured in DPM-DC inhibit; calls as there; inhibition, %; measured here: pilot screen trials
# * marks the source's active call; other numbers are inactive results; i = inactive; / = not tested or not shown. Unless noted, no stated cut-off is given here; in the data, active means cytotoxicity above about 50%; inactive means the rest.
# A first look, 3 compounds:
SMILES,HPDE-C7 viability,Spn PMK inh,Bfl-1 displacement,LYP phosphatase,DPM-DC inhibit,Alkaline phosphatase,KRASV12 cytotoxicity,HT1080 cytotoxicity,MK inhibit,others
Cn1c(SCC(=O)Nc2ccccc2F)nnc1-c1ccc(S(=O)(=O)N2CCOCC2)cc1,8%,2,2%,-1%,i,5%,-16%,-6%,3,
Cn1cc(Br)cc2nc(C(F)(F)F)nc1-2,-2%,8,-3%,/,i,-1%,0%,-7%,0,
O=C(c1ccc(CS(=O)(=O)c2cccc(C(F)(F)F)c2)o1)N1CCN(c2ccccn2)CC1,1%,9,0%,8%,i,18%,4%,-4%,2,

# Main list, from the first entry:
SMILES,HPDE-C7 viability,Spn PMK inh,Bfl-1 displacement,LYP phosphatase,DPM-DC inhibit,Alkaline phosphatase,KRASV12 cytotoxicity,HT1080 cytotoxicity,MK inhibit,others
Cn1c(SCC(=O)Nc2ccccc2F)nnc1-c1ccc(S(=O)(=O)N2CCOCC2)cc1,8%,2,2%,-1%,i,5%,-16%,-6%,3,
Cn1cc(Br)cc2nc(C(F)(F)F)nc1-2,-2%,8,-3%,/,i,-1%,0%,-7%,0,
O=C(c1ccc(CS(=O)(=O)c2cccc(C(F)(F)F)c2)o1)N1CCN(c2ccccn2)CC1,1%,9,0%,8%,i,18%,4%,-4%,2,
CCN(CC)CCCN1C(=O)C(=O)/C(=C(/O)c2ccc(Cl)cc2)C1c1ccccn1 (stereo not given),-8%,0,-2%,2%,i,12%,5%,2%,2,
Cc1cc(OC(=O)N2CCOCC2)cc(C)c1Cl,-10%,4,-2%,7%,i,10%,5%,6%,5,Spn PMK inh pilot replicates=0.0;MK inhibit pilot replicates=0.0;DPM-DC inhibit pilot screen %=0.0
C=CCN(C(=O)CSc1nc2[nH]ncc2c(=O)n1-c1ccccc1OC)c1ccccc1,4%,11,-6%,-6%,i,-18%,-7%,-3%,0,
N#Cc1nc(N)nc(N(c2ccccc2)c2ccccc2)n1,0%,6,0%,/,i,6%,5%,0%,0,
CC(CN1CCOCC1)OC(=O)c1ccc(Br)cc1 (stereo not given),6.7µM*,12,9%,/,i,-16%,9.1µM*,2%,5,
O=C1c2ccccc2-c2c1cccc2C(=O)N(CCO)CCO,-10%,0,3%,-5%,i,8%,-19%,7%,0,
c1ccc(Cn2c(-c3ccco3)nc3nc4ccccc4nc32)cc1,-17%,15,-1%,4%,/,20%,-16%,14%,9,
Cc1ccc(S(=O)(=O)N2CCN(c3nc(C(C)C)c4c(c3C#N)CC(C)(C)OC4)CC2)cc1,-5%,0,-3%,-4%,i,14%,-6%,-7%,7,Spn PMK inh pilot replicates=24;MK inhibit pilot replicates=1.0;DPM-DC inhibit pilot screen %=0.0
Cc1nnc(C)c2c(C)n(C(C)c3ccccc3)c(C)c12 (stereo not given),0%,0,2%,/,i,-1%,-7%,6%,6,
CS(=O)(=O)N(CC(=O)N1CCCCC1)c1ccc2c(c1)OCO2,-8%,5,-1%,2%,i,10%,0%,-1%,8,
Cc1ccc(C(=O)c2ccc(O)cc2)cc1C,-6%,0,2%,/,i,4%,-1%,-9%,0,
Cc1ccc(S(=O)(=O)N2CCN(C(=O)C3CCCCC3)CC2)cc1,8%,10,-3%,4%,i,-6%,-5%,-20%,12,
Cn1c(=O)c2c(SCC(=O)c3ccccc3)nc(C3CC3)nc2n(C)c1=O,-2%,0,1%,7%,i,8%,4%,-10%,4,
O=C(Nc1ccccc1C(=O)NC(Cc1c[nH]c2ccccc12)C(=O)O)c1ccco1 (stereo not given),9%,14,-2%,/,i,0%,13%,-11%,8,
COc1nc2ccc(C)cc2cc1-c1noc(-c2cccnc2)n1,12%,3,4%,4%,i,14%,-3%,5%,5,Spn PMK inh pilot replicates=0.5;MK inhibit pilot replicates=5.5;DPM-DC inhibit pilot screen %=4.0
COC(=O)C1CCN(C(=O)c2ccc(Cl)c(S(=O)(=O)NCc3cccnc3)c2)CC1,/,13,-14%,-2%,i,6%,/,0%,1,
CC(C)C(C(=O)Nc1ccc2c(c1)OCO2)N1C(=O)c2ccccc2C1=O (stereo not given),-13%,1,-1%,9%,i,14%,-20%,5%,0,Spn PMK inh pilot replicates=3.0;MK inhibit pilot replicates=0.0;DPM-DC inhibit pilot screen %=1.0
Cc1c(NC(=O)C2CCCN2S(=O)(=O)c2ccccc2)c(=O)n(-c2ccccc2)n1C (stereo not given),2%,12,-4%,/,i,2%,7%,-2%,4,
CC(=O)N1CCc2cc(S(=O)(=O)CCC(=O)Nc3c(C)n(C)n(-c4ccccc4)c3=O)ccc21,-7%,18,3%,1%,i,10%,5%,-1%,8,
COc1ccccc1S(=O)(=O)Cc1ccc(C(=O)NCc2cccs2)o1,-8%,11,-5%,-2%,i,2%,-7%,2%,1,
CCCCc1c(O)nc(SCCN(C)C)n(-c2ccccc2)c1=O,5%,0,-2%,/,i,10%,-14%,6%,9,Spn PMK inh pilot replicates=1.0;MK inhibit pilot replicates=0.0;DPM-DC inhibit pilot screen %=0.0
CN1CCCC(OC(=O)CCCC(=O)OC2CCCN(C)C2)C1 (stereo not given),6%,14,5%,0%,i,4%,2%,-3%,0,
COc1ccc(-n2c(C)nc3c(cnn3-c3ccccc3)c2=O)cc1,5%,0,6%,11%,i,3%,0%,4%,10,
Cn1c(SCC(=O)c2ccccc2F)nnc1C1CC1,6%,5,-1%,2%,i,4%,0%,-1%,0,
COc1ccc(Nc2nc3c(c(=O)n(C)c(=O)n3C)n2CCO)cc1,-9%,16,6%,/,i,8%,-8%,18%,9,
CC(=NC1CCN(Cc2ccccc2)CC1)c1c(O)[nH]c(=O)[nH]c1=O,-31%,4,27%,5%,i,8%,-17%,12%,0,
O=C(C/C(=N/O)c1ccccc1O)C(F)F,8%,3,-1%,/,i,10%,8%,-4%,9,
O=C(CN1C(=O)CCC1=O)Nc1nc(-c2ccccn2)cs1,4%,9,1%,/,i,i,-2%,1%,0,
COc1cc(Br)cc(CN2CCN(C=O)CC2)c1O,-2%,5,6%,/,i,5%,-2%,-5%,0,
O=C(NCN1CCCCC1)c1cnccn1,14%,11,-4%,1%,i,10%,7%,-9%,0,Spn PMK inh pilot replicates=1.5;MK inhibit pilot replicates=0.0;DPM-DC inhibit pilot screen %=0.0
COCC(=O)N(C)c1nnc(-c2cnc(C)cn2)s1,1%,32*,-6%,9%,i,10%,4%,1%,0,
CCC(Oc1ccccc1)C(=O)Nc1nnc(C)s1 (stereo not given),-1%,0,4%,0%,i,16%,-17%,-5%,4,
CC(C)(C)c1cc(=O)n2c(C#N)c(C#N)nc2[nH]1,9%,9,2%,7%,/,4%,5%,1%,4,
COc1ccccc1N1CCN(C(=O)c2c(-c3ccccc3)noc2C)CC1,42%,5,-6%,/,i,4%,43%,36%,6,
O=C(CSc1ncccn1)NC(=O)NCc1ccccc1,-17%,11,-2%,11%,i,6%,-13%,3%,0,
CN1CCN(C(=S)c2ccc(N(C)C)cc2)CC1,2%,2,-5%,-2%,i,8%,-1%,-6%,13,
CC1(C)Cc2nc3sc4c(N(CCO)CCO)ncnc4c3cc2CO1,19%,7,-8%,4%,/,21%,1%,5%,0,
CC1(C)Cc2c(c(N3CCOCC3)nc3sc4c(NCc5ccco5)nnnc4c23)CS1,5%,6,-6%,4%,i,1%,13%,-11%,5,
N#Cc1c(NC(=O)CCn2cnc3ccccc3c2=O)oc(-c2ccccc2)c1-c1ccccc1,7%,13,3%,8%,i,4%,7%,-1%,8,
CC(C)N(CCc1ccncc1)C(=O)Nc1ccc(F)cc1,-10%,19,-3%,9%,i,6%,3%,2%,0,
CC(C)(C)NCCCCOc1ccc(F)cc1,-10%,1,-8%,10%,i,4%,9%,-2%,3,
CCCS(=O)(=O)N1CCCC(C(=O)NCc2ccc(C)cc2)C1 (stereo not given),-4%,6,0%,0%,i,9%,-17%,0%,0,
COc1cccc(NC(=O)CSc2nnnn2C(C)C)c1,-7%,3,-3%,/,i,13%,6%,0%,8,Spn PMK inh pilot replicates=0.0;MK inhibit pilot replicates=0.0;DPM-DC inhibit pilot screen %=0.0
Cc1cccc(-n2ccnc2SCC(=O)Nc2nccs2)c1,-16%,9,-7%,8%,i,-2%,0%,1%,2,
Cc1oc(C(C)(C)C)cc1C(=O)NCC(=O)NCC(=O)O,6%,13,1%,2%,i,8%,16%,-2%,3,
CC1CN(C(=O)c2cc3c(=O)n4ccccc4nc3s2)CC(C)O1 (stereo not given),3%,18,0%,15%,/,8%,-5%,2%,0,
COC(=O)c1ccc2nc(NC(=O)CN3C(=O)CCC3=O)sc2c1,1%,22,-5%,/,i,13%,6%,-7%,0,
CCOC(=O)N1CCN(C(=O)COc2ccc3c(c2)C(=O)CC2(CCN(C(C)=O)CC2)O3)CC1,-10%,14,2%,5%,/,8%,-3%,-1%,0,
CCCn1nnc(NC(=O)c2cccc(OCC(C)C)c2)n1,-2%,0,-5%,3%,i,16%,-1%,6%,4,
Cc1cc(C)c2nc(N3CCCN(C(=O)c4cnccn4)CC3)c(C#N)cc2c1,-1%,9,4%,/,i,1%,8%,6%,6,
CCc1nc(SCc2cccnc2)c(C#N)cc1C,14%,1,-7%,10%,i,21%,20%,-12%,12,

# 7 records picked at random from those above, as already listed:
SMILES,HPDE-C7 viability,Spn PMK inh,Bfl-1 displacement,LYP phosphatase,DPM-DC inhibit,Alkaline phosphatase,KRASV12 cytotoxicity,HT1080 cytotoxicity,MK inhibit,others
N#Cc1c(NC(=O)CCn2cnc3ccccc3c2=O)oc(-c2ccccc2)c1-c1ccccc1,7%,13,3%,8%,i,4%,7%,-1%,8,
N#Cc1nc(N)nc(N(c2ccccc2)c2ccccc2)n1,0%,6,0%,/,i,6%,5%,0%,0,
Cn1c(SCC(=O)Nc2ccccc2F)nnc1-c1ccc(S(=O)(=O)N2CCOCC2)cc1,8%,2,2%,-1%,i,5%,-16%,-6%,3,
Cc1cc(C)c2nc(N3CCCN(C(=O)c4cnccn4)CC3)c(C#N)cc2c1,-1%,9,4%,/,i,1%,8%,6%,6,
COc1nc2ccc(C)cc2cc1-c1noc(-c2cccnc2)n1,12%,3,4%,4%,i,14%,-3%,5%,5,Spn PMK inh pilot replicates=0.5;MK inhibit pilot replicates=5.5;DPM-DC inhibit pilot screen %=4.0
CC(C)(C)c1cc(=O)n2c(C#N)c(C#N)nc2[nH]1,9%,9,2%,7%,/,4%,5%,1%,4,
O=C(CN1C(=O)CCC1=O)Nc1nc(-c2ccccn2)cs1,4%,9,1%,/,i,i,-2%,1%,0,
